# High-throughput results: PubChem BioAssay, Sanford-Burnham Center for Chemical Genomics
# mouse IAP activators = mouse intestinal phosphatase enzyme activation – biochemical, luminescence, single concentration, confirmation (AID 434970). purified mouse IAP, CDP-Star luminescence, 30 min; stronger effect = lower value. activity change, negative = activation, % at 10 µM. actives 2.9% (n = 11,000); in the data active means activity change below about -85%;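 further: percent relative to enzyme plus DMSO wells and wells without enzyme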
# mouse IAP activators Fold change = second read-out of mouse IAP activators, no call of its own (marks repeat the call); activation factor; measured here: IAP activation factor; stronger effect = higher value;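 fold luminescence change scaled to plate control wells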
# * marks the source's active call; other numbers are inactive results. These rows are one share of the data; rates above refer to the full screens.
SMILES,mouse IAP activators,mouse IAP activators Fold change
CCCOC1CCCN(C(=O)c2cc(Cl)c(Cl)cc2C(=O)O)C1 (stereo not given),15,0.85
O=C(COC(=O)COc1ccccc1)Nc1ncc([N+](=O)[O-])s1,69,0.31
Cc1ccc(C(=O)Oc2ccc(C(=O)COC(=O)C3CC(=O)N(Cc4ccco4)C3)cc2)cc1 (stereo not given),-11,1.1
c1nc(NCC2(N3CCOCC3)CCCCC2)c2ccsc2n1,0,1
O=C(N1CCCC1)n1c(Cc2ccccc2)nc2ccccc21,-2,1
Cc1cccc(C)c1NC(=O)C(NC=O)c1ccccc1Cl (stereo not given),-2,1
CCOC(=O)c1ccc(N2CCN(c3ccccc3F)CC2)c(NC(=O)Nc2ccccc2)c1,-214*,3.1*
c1ccc(C2CC(c3cccs3)n3nnnc3N2)cc1 (stereo not given),4,0.96
Cn1cnnc1SCc1nc(N)nc(Nc2ccccc2)n1,1,0.99
CC(C)CC(=O)Nc1ccc(Nc2ccccc2)cc1,3,0.97
CC(C)N1CC2=C(OC(N)=C(C#N)C2c2cccnc2)/C(=C/c2cccnc2)C1 (stereo not given),8,0.92
CCCC1C2CN(C(C)=O)CC=C2C(C#N)=C(N)C1(C#N)C#N (stereo not given),-4,1
Cc1ccc(-c2csc(=S)n2CC(=O)OCC(=O)NCc2ccc(F)cc2)cc1,11,0.89
O=C(COC(=O)C12CC3CC(CC(O)(C3)C1)C2)N1CCN(S(=O)(=O)c2ccc(Cl)cc2)CC1,-5,1
O=C(Nc1cnn(Cc2ccc(Cl)c(Cl)c2)c1)C12CC3CC(CC(C3)C1)C2,-17,1.2
CCOC(=O)c1c(C=O)c(C)n(Cc2ccc(Cl)cc2)c1C,7,0.93
CN(C)c1ccc(N2CN=C3SCC(=O)N3C2)cc1,4,0.96
CC(=O)Nc1cccc(-c2csc(NCc3ccco3)n2)c1,-10,1.1
COC1(OC)C(/C=C/c2ccc(C)cc2)C(C#N)(C#N)C1(OC)OC (stereo not given),11,0.89
COc1ccc(C(=O)CSc2nnc(-c3ccccn3)n2Cc2ccco2)cc1,-4,1
Nc1ccc(C(=O)Nc2ccco2)cc1,-7,1.1
CCCn1c(CNC(=O)Cc2ccccc2)nc2ccccc21,-13,1.1
Cc1ccc(S(=O)(=O)NNC(=O)C2Cc3c(ccc4ccccc34)O2)cc1 (stereo not given),1,0.99
COc1ccc(CNc2ncnc3c2[nH]c2ccccc23)cc1,-171*,2.7*
CC(C)OP(=O)(c1ccc(N(C)C)cc1)C(O)c1c(Cl)cccc1Cl (stereo not given),-13,1.1

# 7 compounds from above, sorted by their value in mouse IAP activators Fold change, rising:
mol | mouse IAP activators | mouse IAP activators Fold change
CCCOC1CCCN(C(=O)c2cc(Cl)c(Cl)cc2C(=O)O)C1 (stereo not given) | 15 | 0.85
COC1(OC)C(/C=C/c2ccc(C)cc2)C(C#N)(C#N)C1(OC)OC (stereo not given) | 11 | 0.89
CCOC(=O)c1c(C=O)c(C)n(Cc2ccc(Cl)cc2)c1C | 7 | 0.93
CN(C)c1ccc(N2CN=C3SCC(=O)N3C2)cc1 | 4 | 0.96
COc1ccc(C(=O)CSc2nnc(-c3ccccn3)n2Cc2ccco2)cc1 | -4 | 1
Cc1ccc(C(=O)Oc2ccc(C(=O)COC(=O)C3CC(=O)N(Cc4ccco4)C3)cc2)cc1 (stereo not given) | -11 | 1.1
O=C(Nc1cnn(Cc2ccc(Cl)c(Cl)c2)c1)C12CC3CC(CC(C3)C1)C2 | -17 | 1.2

# (further entries)
SMILES,mouse IAP activators,mouse IAP activators Fold change
Cc1ccc(-c2nnn(CC(=O)N(Cc3ccccc3F)C(C(=O)NC3CCCC3)c3ccncc3)n2)o1 (stereo not given),5,0.95
CC(=O)Nc1ccc(-c2nnc(SCC(=O)NCc3ccco3)n2C)cc1,-7,1.1
CCOC(=O)C1=CN(CC)S(=O)(=O)NC1c1ccc(C(F)(F)F)cc1 (stereo not given),6,0.94
COC(=O)c1ccccc1NC(=O)COC(=O)c1ccco1,-8,1.1
O=C(Nc1ccc(S(=O)(=O)N2CCCCCC2)cc1)C1CCCO1 (stereo not given),5,0.95
Cc1ccc(NC(=O)/C(=C\c2ccc([N+](=O)[O-])cc2)NC(=O)c2ccccc2)cc1,-2,1
CCCn1nnnc1SCC(=O)Nc1cccc(NC(=O)c2ccco2)c1,-13,1.1
CCOc1ccc(C2C(C#N)=C(N)N(c3sc4c(c3C#N)CCCC4)C3=C2C(=O)CCC3)cc1 (stereo not given),10,0.9
CC(C)Cn1c(SCC(=O)N2CCCCC2)nc2ccccc2c1=O,-12,1.1
O=C(N[C@H]1C/C=C\C(c2ccc(F)cc2)N(Cc2ccccc2)C(=O)C1)OCC1c2ccccc2-c2ccccc21 (stereo not given in full),-2,1
COc1cccc(NS(=O)(=O)Cc2ccccc2)c1,10,0.9
COc1ccc(Cn2nc(C)cc2C)cc1OC,1,0.99
Cc1ccc(S(=O)(=O)NNC(=O)c2sccc2-n2cccc2)cc1,4,0.96
CCOC(=O)C1C(C(C)=O)=C(c2ccccc2)c2ccccc2N1S(=O)(=O)C(F)(F)F (stereo not given),-3,1
Cc1cccc2cc(CN(CCc3ccccc3)C(=O)N3CCOCC3)c3nnnn3c12,8,0.92
CC(c1ccccc1)N1C(=O)NC(NC(=O)c2cccnc2)(C(F)(F)F)C1=O (stereo not given),-4,1
CCOC(=O)c1ccc(N2CCN(c3ccc(F)cc3)CC2)c(NC(=O)Nc2cccc(OC)c2)c1,-55,1.5
O=C(CCCC(=O)N(CC(=O)NC1CCCCC1)Cc1ccccc1)Nc1ccccn1,-16,1.2
COC(=O)c1cccc(NCN2C(=O)c3ccccc3C2=O)c1,9,0.91
COCC(=O)NC1CC2CCCC(C1)N2Cc1ccccc1 (stereo not given),-8,1.1
CC1=CN(S(=O)(=O)c2ccc(C)cc2)C[C@@H]2[C@H]3CC[C@H](C3)[C@H]12,-6,1.1
CC(C)C(=O)N[C@@H]1c2ccccc2CC[C@H]1OCc1ccccc1,4,0.96
Cc1cc(NC(=O)CSc2nc3ccc(Cl)cc3[nH]2)no1,23,0.77
COC(=O)C(CCSC)NC(=O)CNS(=O)(=O)c1ccc(Cl)cc1 (stereo not given),-4,1
CN1CCN(C(=O)c2cc(-c3ccco3)on2)CC1,2,0.98

# A run of entries taken from the entries so far:
SMILES,mouse IAP activators,mouse IAP activators Fold change
CCOC(=O)C1C(C(C)=O)=C(c2ccccc2)c2ccccc2N1S(=O)(=O)C(F)(F)F (stereo not given),-3,1
Cc1cccc2cc(CN(CCc3ccccc3)C(=O)N3CCOCC3)c3nnnn3c12,8,0.92
CC(c1ccccc1)N1C(=O)NC(NC(=O)c2cccnc2)(C(F)(F)F)C1=O (stereo not given),-4,1
CCOC(=O)c1ccc(N2CCN(c3ccc(F)cc3)CC2)c(NC(=O)Nc2cccc(OC)c2)c1,-55,1.5

# Continued.
SMILES,mouse IAP activators,mouse IAP activators Fold change
COc1ccc(-c2nnc(SCc3ncc(-c4ccccc4)o3)o2)cc1,4,0.96
CCc1c(C)sc(NC(=O)c2cc(-c3ccc(OC)c(OC)c3)on2)c1C#N,7,0.93
O=C(Nc1ccccc1)Nc1ccc(Br)c(Cl)c1,-82,1.8
Cc1ccc(S(=O)(=O)N2C[C@@H]3c4ccccc4N(S(=O)(=O)c4ccc(C)cc4)[C@@H]3[C@@H](C)C2CC(=O)c2ccccc2)cc1 (stereo not given in full),-9,1.1
COc1ccccc1N(O)C1CC(=O)N(c2ccc(Br)cc2)C1=O (stereo not given),13,0.87
Cc1ccc(NC(=O)C2CCCNC2=O)nc1 (stereo not given),7,0.93
Nc1nc(-c2ccc(F)cc2)cc(C(F)(F)F)n1,-2,1
Cc1ccccc1-c1cc(C(=O)NCc2cccc(Br)c2)n(CC2CC(c3cccnc3)=NO2)n1 (stereo not given),-56,1.6
O=C(Nc1ccc(Br)cc1F)C1CCCO1 (stereo not given),5,0.95
CCOc1cc(/C=C2\C(=O)N(c3nc(-c4ccc(Br)cc4)cs3)N=C2c2ccccc2)ccc1O,16,0.84
CN(CC(=O)Nc1cccc(Cl)c1)S(=O)(=O)c1ccc2[nH]c(=O)oc2c1,74,0.26
CC(O)c1cccc(-c2ccc(CN3C[C@]4(CO)O[C@@H](CO)C[C@@H]4S3(=O)=O)cc2)c1 (stereo not given in full),7,0.93
C[C@@H]1O[C@@H](OC2C(O)C(OCCc3ccc(O)c(O)c3)OC(CO)C2OC(=O)/C=C/c2ccc(O)c(O)c2)[C@H](O)[C@H](O)[C@H]1O (stereo not given in full),42,0.58
O=C(CNC(=O)c1ccco1)NCC(=O)OCc1cccc(Cl)c1,12,0.88
O=C(COC(=O)CCN1C(=O)c2ccccc2C1=O)Nc1ccc(S(=O)(=O)N2CCCC2)cc1,1,0.99
CCCCN(C)C(=O)CCCc1c[nH]c2ccccc12,-10,1.1
C=CCNc1nc(-c2sc(NC(C)=O)nc2C)cs1,7,0.93
COc1ccc(C(=O)Sc2ccc(C)cc2)cc1OC,2,0.98
Cc1cccc(NC(=O)C23CCC(C)(C2Br)C3(C)C)c1 (stereo not given),-26,1.3
CC(CC1C(C#N)=C(N)OC2=C1C(=O)CCC2)c1ccccc1 (stereo not given),4,0.96
CCC(C)(C)n1nnnc1C(c1ccncc1)N1CCC(Cc2ccccc2)CC1 (stereo not given),-8,1.1
Cc1ccc2cccc(NC(=S)NC(=O)c3ccccc3)c2n1,18,0.82
CC(C)c1cc(NCC2CCCO2)n2c(nc3ccccc32)c1C#N (stereo not given),-38,1.4
CCOC(=O)C1C(C(=O)OC)=C(c2ccc(OC)cc2)c2ccc(OC)cc2N1S(=O)(=O)C(F)(F)F (stereo not given),-7,1.1
CCOc1cc(/C=N\NC(=O)c2ccc(NC(=O)C(C)(C)C)cc2)ccc1OC(=O)c1ccc(C)cc1,-11,1.1

# Individual results from above.
# Entry for COc1ccc(-c2nnc(SCc3ncc(-c4ccccc4)o3)o2)cc1 under mouse IAP activators: 4
# Entry for CC(O)c1cccc(-c2ccc(CN3C[C@]4(CO)O[C@@H](CO)C[C@@H]4S3(=O)=O)cc2)c1 (stereo not given in full) under mouse IAP activators: 7

# Continued:
SMILES,mouse IAP activators,mouse IAP activators Fold change
O=C(C[C@H]1C[C@H](C(=O)N2CCCCC2)[C@@]2(CCc3ccccc3)c3[nH]c4ccc(Cl)cc4c3CCN2C1=O)NCc1cccc(C(F)(F)F)c1,-15,1.1
CCOC(=O)c1c(C)[nH]c(C)c1C(=O)CSc1nnc(-c2ccco2)n1Cc1ccccc1,-3,1
CC(=O)n1nc(-c2cccc(C)c2)nc1SCC(=O)Nc1ccccc1,3,0.97
COc1ccc(Oc2coc3c(CN4CCOCC4)c(O)ccc3c2=O)cc1,2,0.98
CCOP(=O)(c1ccccc1)c1nc(-c2ccccc2Cl)oc1N1CCCCC1 (stereo not given),-7,1.1
Nc1c(C(=O)NC2CCCC2)sc2nc(-c3cccs3)ccc12,7,0.93
Cc1cccn2cc(-c3ccccc3)nc12,9,0.91
Cc1ccccc1N1C(=O)CC(N(O)c2ccccc2)C1=O (stereo not given),1,0.99
CCOC(=O)CN1C(=O)Nc2ccc(Br)cc2C1c1ccccc1 (stereo not given),2,0.98
CCOC(=O)C1C(=O)CC(C)(O)C(C(=O)OCC)C1c1ccc(C)s1 (stereo not given),2,0.98
COc1ccc(C(=O)Nc2ccccn2)cc1,6,0.94
CCOC(=O)C1Oc2ccccc2C(c2ccc(C)cc2)=C1C(=O)OC (stereo not given),12,0.88
CCc1ccc(NC(=O)CCn2cccc2)cc1,7,0.93
O=C(Nc1ccc(-c2nc3ccccc3o2)cc1)c1cccnc1,2,0.98
CCCCCNC(=O)CCCCn1c(=O)[nH]c2cc(OCC)c(OCC)cc2c1=O,3,0.97
Nc1cc(C(=O)OCC(=O)NCC2CCCO2)ccc1Cl (stereo not given),-8,1.1
O=C(Nc1cccc(C(=O)N2CCOCC2)c1)c1ccccc1,4,0.96
COc1cccc(CNC(=O)CCS(=O)(=O)c2cccc3nsnc23)c1,4,0.96
O=C1CSC(c2ccccc2F)N1c1cc(Cl)ccc1O (stereo not given),-7,1.1
O=C(Cc1ccccc1)NC(NC(=S)Nc1cc(Cl)ccc1Cl)C(Cl)(Cl)Cl (stereo not given),9,0.91
CCn1ncc(Br)c1C(=O)NC(C)c1ccccc1 (stereo not given),-9,1.1
O=C(/C=C/c1ccccc1)c1ccc2c(c1)OCCCCO2,4,0.96
Cn1ncc([N+](=O)[O-])c1C(=O)N1CCOCC1,6,0.94
COc1ccc2[nH]c3c(c2c1)CCN1C(=O)C(CC(=O)NC/C=C(\C)CCC=C(C)C)C[C@H](C(=O)N2CCOCC2)[C@@]31CCC1CCCC1 (stereo not given in full),-19,1.2
CCCCCCN1N=C(C)C(C(=O)c2ccc(Cl)cc2)C1=O (stereo not given),-5,1.1
# Next part
SMILES,mouse IAP activators,mouse IAP activators Fold change
COc1cccc(Cn2cnc3c(NS(=O)(=O)c4ccc(Cl)cc4Cl)c(C)c(C)cc32)c1,1,0.99
CCN(CC)S(=O)(=O)c1cccc(-c2nnc(SCCOc3ccccc3)o2)c1,8,0.92
COc1ccccc1-n1c(SCC(=O)Nc2ccc3c(c2)OCO3)nc2c(c1=O)SCC2,-19,1.2
CCOC(=O)c1c(C)[nH]c(C)c1C(=O)COc1ccc(NC(=O)c2ccco2)cc1,8,0.92
CCOc1ccc(N2C(=O)CCC2=O)cc1,6,0.94
COc1cccc(-c2cc(C(F)(F)F)nc(N3CCCCC3)n2)c1,-1,1
